All columns: NCI-60 one-dose screen, growth in % after 48 h at 10 µM unless noted; 100 = growth as untreated, 0 = no growth, -100 = all killed.
BT-549: BT-549 breast cancer; 78,000 compounds, 4.4% hits
UACC-257: UACC-257 melanoma; 78,000 compounds, 4.4% hits; AID 1794764
UACC-62: UACC-62 melanoma. 81,000 compounds, 5.4% hits
HS 578T: HS 578T breast cancer; AID 1794788; 78,000 compounds, 4.1% hits
MALME-3M: MALME-3M melanoma; 78,000 compounds, 5.8% hits; AID 1794766
SK-MEL-2: SK-MEL-2 melanoma; 77,000 compounds, 4.7% hits; AID 1794763
T-47D: T-47D breast cancer; 79,000 compounds, 5% hits; AID 1794792
SK-MEL-28: SK-MEL-28 melanoma. 81,000 compounds, 4.1% hits. AID 1794761
Starred values were filed as active, the others as inactive; . = no result given; & = joins results of further samples. The calls were made as follows: active = growth percent below 10; inactive = the rest. Only part of the results is shown, so the mix of outcomes need not match the whole.

Start of the data: the first two compounds, to show the layout:
SMILES	BT-549	UACC-257	UACC-62	HS 578T	MALME-3M	SK-MEL-2	T-47D	SK-MEL-28
Cc1ccc(OP(=O)(Oc2ccc(C)c(C)c2)Oc2ccc(C)c(C)c2)cc1C	97	95	71	.	94	62	67	88
O=C(CC1(O)C(=O)Nc2ccccc21)c1ccc(C(=O)NCC2CCC3(CC2)OOC2(CCCCC2)OO3)cc1 (centres undefined)	80	67	63	92	56	71	32	86

All compounds of this part (from the top)
SMILES	BT-549	UACC-257	UACC-62	HS 578T	MALME-3M	SK-MEL-2	T-47D	SK-MEL-28
Cc1ccc(OP(=O)(Oc2ccc(C)c(C)c2)Oc2ccc(C)c(C)c2)cc1C	97	95	71	.	94	62	67	88
O=C(CC1(O)C(=O)Nc2ccccc21)c1ccc(C(=O)NCC2CCC3(CC2)OOC2(CCCCC2)OO3)cc1 (centres undefined)	80	67	63	92	56	71	32	86
c1cnc2c(c1)ccc1ncccc12	106	97	95	159	118	.	111	205
CC1=C(C)C(=O)C(C)=C(C)C1=O	101	108	99	109	114	106	104	105
CC(C)CCO/N=C/c1cccnc1	96	102	101	99	113	109	102	116
O=NNc1ccccn1	90	95	86	90	.	23	97	100
C[C@]12CCc3sc(-c4cccc(F)c4)nc3C1=CC[C@@H]1[C@@H]2CC[C@]2(C)C(=O)CC[C@@H]12	23	77	35	27	38	32	3.1*	48
COc1ccc2c(c1)c(-c1nc(-c3cn(C)c4ncccc34)cs1)cn2CCN1CCOCC1	55	93	.	31	71	56	20	56
CCCCCCCCCCCCCCCCOc1ccc(-c2cc(Cl)c3cc(S(=O)(=O)F)ccc3n2)cc1S(=O)(=O)F	116	.	110	104	123	101	95	102
N#CC(Cl)(Cl)CCl	105	96	100	102	.	109	97	104
CNCC(=O)c1ccc(O)c(O)c1	104&92&105	99&103&115	106&97&103	111&95&94	109&103&122	110&95&96	98&113&107	109&107&118
ClCCN(CCCl)c1ccc(/C=C/c2ccncn2)cc1	.	108	58	97	.	95	98	104
COC(=O)C(C)NP(=O)(N1CC1)N1CC1 (centres undefined)	114	103	98	99	.	106	103	107
OCCN1CCN(c2ccc(Cl)cc2)CC1	.	101	103	106	128	105	103	113
CC(C)N(CCCl)CCOc1ccc(Cl)cc1Cc1ccccc1	95	102	82	79	85	107	64	105
n1nc(-c2nonc2-c2nn[nH]n2)n[nH]1	103	100	107	.	106	115	105	106
CC(C)=CC1C(C(=O)OCC(C)C)C1(C)C (centres undefined)	99	.	106	105	91	93	89	97
CC1CCN(C(c2ccccc2)C(O)c2ccccc2)CC1 (centres undefined)	75	100	92	90	106	92	90	106
COC(=O)[C@@H](C)C[C@H](Cc1ccccc1)NC(=O)c1csc([C@@H](C[C@H](C(C)C)N(C)C(=O)[C@@H](NC(=O)C23CC(NC(C)=O)(C2)C3)C2CC2)OC(C)=O)n1	51	46	.	7.5*	56	49	63	61
C[C@]12CCC(=O)C=C1C=CC1C2CC[C@@]2(C)C1CC[C@@]2(O)CCC(=O)O (some centres undefined)	97	104	96	112	97	111	97	110

Looked up above.
For SK-MEL-28, n1nc(-c2nonc2-c2nn[nH]n2)n[nH]1 is entered as 106
For SK-MEL-2, OCCN1CCN(c2ccc(Cl)cc2)CC1 is entered as 105
For T-47D, COc1ccc2c(c1)c(-c1nc(-c3cn(C)c4ncccc34)cs1)cn2CCN1CCOCC1 is entered as 20
For T-47D, CCCCCCCCCCCCCCCCOc1ccc(-c2cc(Cl)c3cc(S(=O)(=O)F)ccc3n2)cc1S(=O)(=O)F is entered as 95

(further entries)
SMILES	BT-549	UACC-257	UACC-62	HS 578T	MALME-3M	SK-MEL-2	T-47D	SK-MEL-28
O=C(O)COc1cccc(Cl)c1	102	108	104	119	111	102	101	104
COc1ccc(N)cc1OC	100	107	98	116	129	106	100	112
C[C@]12CC[C@H]3[C@@H](CC=C4c5nc(Cc6ccccc6)sc5CC[C@@]43C)[C@@H]1CC[C@@H]2O	100	106	91	93	98	109	85	104
CN(C)C1C(=O)C(C(=O)NP(=O)(NCCCO)N(CCCl)CCCl)=C(O)C2(O)C(=O)C3=C(O)c4c(O)cccc4C(C)(O)C3CC12 (centres undefined)	.	105	94	92	110	27	97	107
CCCCC1(CC)COP(=O)(OCC(Cl)(Cl)Cl)OC1 (centres undefined)	101	102	91	106	98	106	102	116
Cc1ccc(C(Cc2ccccc2)NCCO)cc1 (centres undefined)	69	92	95	98	97	55	68	62
[N-]=[N+]=NC(=O)c1cc(=O)[nH]c(=O)[nH]1	.	89	97	95	101	98	90	102
CC(C)N(CCCl)/N=N/c1nc2c([nH]1)c(=O)n(C)c(=O)n2C	101	96	105	105	97	120	92	104
CN(C)Cc1c[nH]c2ccccc12	116	106	99	96	92	114	105	107
CNC(=O)O/N=C(\SC)C(=O)N(C)C	101	103	111	96	117	.	97	113
OC(Cc1ccccn1)C(Cl)(Cl)Cl (centres undefined)	107	95	107	104	105	105	92	121
CN(C)C1OCCO1	99	97	109	106	106	92	100	109
COc1cccc(NC2=NCCS2)c1	111	99	96	105	.	113	99	107
Cc1c(Cl)ccc(C(O)CN(C)Cc2ccccc2)c1Cl (centres undefined)	99	78	79	97	88	82	67	91
CN(C)CCC(=O)c1ccccc1	98	100	91	92	96	96	82	104
CC(N)Cc1c[nH]c2ccc(Cl)cc12 (centres undefined)	95	101	93	98	98	103	96	99
COc1ccc(CO)cc1O	98	106	.	107	80	115	110	105
NNC(=O)c1ccc(O)cc1	121	.	91	99	104	111	95	107
NC(=O)NC(=O)CBr	97	105	108	111	95	98	97	109
O=Cc1ccc(C(Cl)(Cl)Cl)nc1	.	96	113	.	106	120	100	112
CCC1CN1P(=O)(OCCOC)N1CC1CC (centres undefined)	106	97	103	114	110	126	104	107
CCCCCCC(C)(C)c1cc(OC)c2c(c1)OC(C)(C)[C@@H]1CC=C(C)C[C@@H]21	96	85	98	95	90	90	96	107
O=C(NC(=S)N1CC1)c1ccccc1	108	112	104	101	95	117	94	102
COc1ccc(C2CC(=O)c3c(cc(OC)c(OC)c3OC)O2)cc1 (centres undefined)	89	97	88	101	102	96	89	99
CCC1CN1P(=S)(N1CC1CC)N1CC1CC (centres undefined)	120	99	102	109	135	119	123	118
C=CCc1cc2c(cc1OCCC)OCO2	86	80	100	93	117	96	.	112
N#CC(C#N)=Cc1cccc([N+](=O)[O-])c1	102	109	98	97	110	107	95	109
CC(C)C1c2ccc(O)cc2Oc2nc(N)c(C#N)c(N)c21 (centres undefined)	84	105	.	91	.	109	87	117
CCCCC(CCN)(c1cccs1)c1cccs1	104	96	97	101	97	95	91	111
CCCCCCCCCCOC(=O)CCN1CC1	104	105	101	101	104	103	105	111
CCCC[N+](CCCC)(CCCC)CCCC	119	99	94	87	126	89	97	94
CC(O)CN(CCO)CC(C)O (centres undefined)	93	102	103	116	88	100	99	108
CN[C@@]1(c2ccccc2Cl)CCCC[C@@H]1NCC1CC1	98	103	96	94	95	113	97	102
CC1CN1c1nc(N2CC2C)nc(N2CC2C)n1 (centres undefined)	107	96	102	111	106	127	107	115
[N-]=[N+]=NC(C(=O)O)c1ccccc1 (centres undefined)	114	98	117	113	106	100	103	105
CC#CC#COC(=O)C1=C(Nc2ccc(F)c(Cl)c2)C(=O)OC12C(=O)Nc1ccccc12 (centres undefined)	99	96	93	92	98	99	101	111
COc1ccc(-n2c(SC)nc3ccc(Cl)cc3c2=O)cc1	114	108	82	105	123	107	94	103
CC1(C)N=C(N)N=C(N)N1c1ccc(CCCCc2ccc(Cl)c(S(=O)(=O)F)c2)c(Cl)c1	25	18	16	75	17	39	42	58
CC1CCC2(OC1)OC1C(O)C3C4CCC5CC(OC6OC(CO)C(OC7OC(CO)C(O)C(OC8OCC(O)C(O)C8O)C7OC7OC(CO)C(O)C(OC8OC(CO)C(O)C(O)C8O)C7O)C(O)C6O)C(O)CC5(C)C4CCC3(C)C1C2C (centres undefined)	-75*	-86*	23	.	15	8.3*	50	.
COc1cc2c(cc1OC)CC(C)[N+](C)=C2 (centres undefined)	109	101	95	106	95	100	97	108

Entries of single compounds, quoted from the list:
`[N-]=[N+]=NC(C(=O)O)c1ccccc1` (centres undefined) across the screens: BT-549: 114; UACC-257: 98; UACC-62: 117; HS 578T: 113; MALME-3M: 106; SK-MEL-2: 100; T-47D: 103; SK-MEL-28: 105
`CCCCCCC(C)(C)c1cc(OC)c2c(c1)OC(C)(C)[C@@H]1CC=C(C)C[C@@H]21` across the screens: BT-549: 96; UACC-257: 85; UACC-62: 98; HS 578T: 95; MALME-3M: 90; SK-MEL-2: 90; T-47D: 96; SK-MEL-28: 107

Following part
SMILES	BT-549	UACC-257	UACC-62	HS 578T	MALME-3M	SK-MEL-2	T-47D	SK-MEL-28
O=C1C2CC=CCC2C(=O)N1SC(Cl)(Cl)Cl (centres undefined)	125	105	94	160	82	122	46	132
[Cl][Hg][c]1ccc(Cl)s1	14	16	51	59	-70*	64	-68*	-85*
CC(NC(=O)N1CC1(C)C)c1ccccc1 (centres undefined)	117	108	109	127	.	101	110	115
COc1cc(CNC(=O)CN2CCCC2=O)ccc1O	101	100	88	103	95	102	102	100
CC(=O)N(C)C1=Nc2ccc(Cl)cc2C(c2ccccc2)=NC1	104	100	96	99	107	103	93	114
CCCCCCCCCCOc1ccc(C(=O)Oc2ccc(CSP3(=O)OCC4OC(n5ccc(=O)[nH]c5=O)C(F)C4OP(=O)(O)OCC4OC(n5cnc6c(N)ncnc65)C(F)C4O3)cc2)cc1 (centres undefined)	88	21	111	111	110	76	96	113
CC1(C)N=C(N)N=C(N)N1c1ccc(C(=O)Nc2ccc(S(=O)(=O)F)cc2)cc1	94	91	94	104	101	83	93	96
CC(=O)O[C@H]1C(=O)[C@@]2(C)[C@H]([C@H](OC(=O)c3ccccc3)[C@]3(O)C[C@H](OC(=O)[C@H](OC(=O)OCC4COC(C)(C)O4)[C@@H](NC(=O)c4ccccc4)c4ccccc4)C(C)=C1C3(C)C)[C@]1(OC(C)=O)CO[C@@H]1C[C@@H]2O (some centres undefined)	38	59	34	31	45	54	41	44
NNC(=O)c1ccccc1	120	102	87	94	104	113	94	110
C(#CCN1CCOCC1)CN1CCOCC1	107	.	116	105	154	92	99	114
COc1ccc(Nc2nc(-c3ccc(OC)cc3)c[se]2)cc1	108	96	93	104	89	111	94	102

Arranged by molecular weight (low to high): part of the list above.
SMILES	BT-549	UACC-257	UACC-62	HS 578T	MALME-3M	SK-MEL-2	T-47D	SK-MEL-28
O=C(O)COc1cccc(Cl)c1	102	108	104	119	111	102	101	104
COc1cccc(NC2=NCCS2)c1	111	99	96	105	.	113	99	107
COc1cc(CNC(=O)CN2CCCC2=O)ccc1O	101	100	88	103	95	102	102	100
